yeast cln2 rad14 – NCI yeast anticancer drug screen, S. cerevisiae cln2 rad14 strain; growth inhibition, % at 50 µM; 8.3% of 78,000 active; AID 165, 2004;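 note: 0% = growth of vehicle-only cultures of the same strain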
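Growth of compound-exposed yeast (cln2 rad14 genotype) measured and expressed as inhibition relative to vehicle.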
sgs1 mgt1 – NCI yeast anticancer drug screen, S. cerevisiae sgs1 mgt1 strain | 10% of 78,000 active | growth inhibition, % at 50 µM | AID 161, 2004;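 note: 0% = growth of vehicle-only cultures of the same strain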
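This yeast growth screen uses a strain with defined DNA-repair lesions; compound-treated growth is compared with vehicle-treated growth.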
rad50 – NCI yeast anticancer drug screen, S. cerevisiae rad50 strain; % growth inhibition at 50 µM; 10% of 79,000 active; AID 155, 2004;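 note: 0% = growth of vehicle-only cultures of the same strain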
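Vehicle-treated cultures provide the reference for the growth inhibition reported for compound-exposed, repair-deficient yeast.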
yeast bub3 – NCI yeast anticancer drug screen, S. cerevisiae bub3 mutant strain | growth inhibition, % at 50 µM | AID 167, 2004 | 9.9% of 78,000 active;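 note: 0% = growth of vehicle-only cultures of the same strain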
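Compounds were applied to a genetically altered yeast strain carrying a cell-cycle control defect. Growth inhibition was scored against vehicle-treated controls.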
yeast mlh1 rad18 – NCI yeast anticancer drug screen, S. cerevisiae mlh1 rad18 strain. % growth inhibition at 50 µM. 11% of 79,000 active;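 note: 0% = growth of vehicle-only cultures of the same strain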
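Yeast w/ defined DNA-repair lesions; compound exposure; growth vs vehicle controls → % inhibition.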
yeast mec2-1 – NCI yeast anticancer drug screen, S. cerevisiae mec2-1 strain. growth inhibition, % at 50 µM. 9% of 79,000 active. AID 157, 2004;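 note: 0% = growth of vehicle-only cultures of the same strain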
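Yeast mec2-1 mutant treated with compound. Readout: growth inhibition vs vehicle controls.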
* marks the source's active call; other numbers are inactive results; & = joins results of further samples. Cut-off read from the data, not from the text of the source: active = growth inhibition above about 70%; inactive = the rest.

SMILES	yeast cln2 rad14	sgs1 mgt1	rad50	yeast bub3	yeast mlh1 rad18	yeast mec2-1
[Cl][Mn][Cl]	-7	17	10	-5	0	6
Nc1nccs1	9	5	0	-3	26	-1
CCCCCC/C=C\C=O	52	64	68	80*	51	37
CCCOC(=O)c1ccc(O)cc1.[Cu+2]	-34	-14	5	-3	13	-13
C[C@H](CCC(=O)O)[C@H]1CC[C@H]2[C@@H]3[C@@H](O)C[C@@H]4C[C@H](O)CC[C@]4(C)[C@H]3CC[C@]12C	77*	81*	80*	98*	89*	99*
O=C(O)[C@@H]1[C@H]2C[C@H]3c4[nH]c5ccccc5c4CCN3C[C@@H]2CC[C@@H]1O	6	9	-10	-21	-20	-27
O=c1cc[nH]c(=O)[nH]1	17	-18	-1	-4	3	5
Nc1ccc(C(=O)Nc2ccccc2N)cc1	-14	7	19	0	-30	4
CCCCCCCCCCCCCCCC(=O)O (tested in a mixture with another compound)	34	-18	8	12	-11	-2
COC1/C=C\OC2(C)Oc3c(C)c(O)c4c(O)c(c5c(c4c3C2=O)NC2(CCN(Cc3ccccc3)CC2)N=5)=NC(=O)/C(C)=C\C=C\C(C)C(O)C(C)C(O)C(C)C(OC(C)=O)C1C (stereo not given)	37	61	14	30	41	30
COc1ccc(CN(CCN(C)C)c2ccccn2)cc1	-24	3	-15	1	18	0
COC(=O)c1cccnc1	7	0	7	-24	-1	-4

By substructure, the compounds so far with nitrogen in an aromatic ring.
SMILES	yeast cln2 rad14	sgs1 mgt1	rad50	yeast bub3	yeast mlh1 rad18	yeast mec2-1
Nc1nccs1	9	5	0	-3	26	-1
O=C(O)[C@@H]1[C@H]2C[C@H]3c4[nH]c5ccccc5c4CCN3C[C@@H]2CC[C@@H]1O	6	9	-10	-21	-20	-27
O=c1cc[nH]c(=O)[nH]1	17	-18	-1	-4	3	5
COc1ccc(CN(CCN(C)C)c2ccccn2)cc1	-24	3	-15	1	18	0
COC(=O)c1cccnc1	7	0	7	-24	-1	-4

Entries of single compounds, looked up by structure. Screens in order: yeast cln2 rad14 | sgs1 mgt1 | rad50 | yeast bub3 | yeast mlh1 rad18 | yeast mec2-1
Shown for CCCCCCCCCCCCCCCC(=O)O (tested in a mixture with another compound) → 34 | -18 | 8 | 12 | -11 | -2
Shown for [Cl][Mn][Cl] → -7 | 17 | 10 | -5 | 0 | 6

Remaining list, next part.
SMILES	yeast cln2 rad14	sgs1 mgt1	rad50	yeast bub3	yeast mlh1 rad18	yeast mec2-1
O=C(O)C(O)C(O)C(O)C(O)C(=O)O (stereo not given)	-2	12	7	-5	3	-13
CC1=NN(c2ccccc2)C(=O)C1	-28&6	-2&7	3&8	7&1	-25&11	10&3
O=[N+]([O-])c1ccc2c(c1)/C(=C/c1ccccc1O)c1ccccc1-2	84*	88*	93*	92*	90*	90*
CN(C)C/C=C(/c1ccc(Br)cc1)c1cccnc1	-20	-4	-6	-13	2	-16
CCC(C)C(N)C(=O)O (stereo not given)	5&-29	-2&-17	3&-39	4&-14	6&-29	-21&-32
N=C(N=C(N)N)N1CCOCC1	33	10	9	30	-1	20

Screening data: PubChem, NCI

Only part of the results is shown, so the mix of outcomes need not match the whole.
